ERp5 inh = blocks human ERp5 reductase activity on insulin. Q15084. ERp5 insulin aggregation, absorbance 650 nm, 90 min. inhibition, % at 9.99 µM. 350,000 tested, 0.05% active;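 active = mean replicate inhibition above about 25%, with every replicate also reaching it, limit read from the data, passing the limit was not always enough; inconclusive = only one of those two criteria met; inactive = neither criterion met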
Target sequence (Q15084 whole entry, looked up): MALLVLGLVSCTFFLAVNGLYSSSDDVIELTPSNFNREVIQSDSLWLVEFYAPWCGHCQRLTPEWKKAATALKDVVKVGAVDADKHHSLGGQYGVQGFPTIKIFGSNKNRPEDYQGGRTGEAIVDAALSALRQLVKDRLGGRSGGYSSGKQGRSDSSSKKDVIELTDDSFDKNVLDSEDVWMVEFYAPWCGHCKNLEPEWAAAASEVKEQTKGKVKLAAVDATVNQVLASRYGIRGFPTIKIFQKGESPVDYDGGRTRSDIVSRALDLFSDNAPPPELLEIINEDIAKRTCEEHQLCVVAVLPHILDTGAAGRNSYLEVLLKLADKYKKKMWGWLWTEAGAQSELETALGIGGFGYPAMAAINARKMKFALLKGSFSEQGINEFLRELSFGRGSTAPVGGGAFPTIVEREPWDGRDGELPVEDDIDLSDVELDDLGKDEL
PglD inh = blocks C. jejuni PglD acetyltransferase activity. inhibition, % at 12.5 µM. AID 602405. purified PglD enzyme, DTNB colorimetric CoA detection. 360,000 tested, 0.098% active; in the data active = inhibition above about 16%, passing the limit was not always enough; inconclusive = no clear call, values can overlap the other calls; note: strong numbers were not always called active
SIRT5 inh = blocks human SIRT5 desuccinylation of peptide; Q9NXA8; Purified SirT5, succinyl-peptide AMC, trypsin-coupled fluorescence; inhibition, % at 15 µM; 330,000 tested, 1.1% active; in the data active = inhibition above about 15%; inconclusive = no clear call, values can overlap the other calls
Target sequence (Q9NXA8 whole entry, looked up): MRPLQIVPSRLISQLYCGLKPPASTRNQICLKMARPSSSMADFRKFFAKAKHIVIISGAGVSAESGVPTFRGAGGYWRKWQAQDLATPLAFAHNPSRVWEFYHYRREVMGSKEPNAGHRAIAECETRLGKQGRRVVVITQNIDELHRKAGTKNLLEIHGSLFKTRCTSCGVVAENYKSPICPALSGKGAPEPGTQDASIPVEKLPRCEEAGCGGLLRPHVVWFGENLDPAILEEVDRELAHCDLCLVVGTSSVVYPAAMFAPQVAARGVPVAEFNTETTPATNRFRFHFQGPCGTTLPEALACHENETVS
E-sel inducer = induces E-selectin expression in human endothelial cells; HUVEC E-selectin immunofluorescence imaging; normalized: neutral wells 0, TNF-alpha wells 100; 260,000 tested, 0.37% active; P16581; activation, % at 7.58 µM; AID 686992;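 active = mean E-selectin-positive cell signal at least 10% of the positive control, reached in at least 60% of replicates, without over 20% cell loss; inconclusive = no rule given, readout overlaps actives, possibly toxicity-flagged; inactive = the rest, including those meeting only one limit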;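 note: in these data hits start at about 27%; measured in HUVEC primary endothelial cells; signal is the percent of cells scored E-selectin positive by PE staining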
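System: HUVEC / Compound: single concentration / Signal: immunofluorescence imaging / Read-out: percent E-selectin-positive cells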
C2C12 statin = suppressors of simvastatin-induced myotoxicity in C2C12 myotubes | ATP luminescence, 48 h; scaled: DMSO 0, geranylgeraniol control 100 | rescue of ATP level, % at 7.49 µM | 330,000 tested, 0.78% active;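 active = mean ATP rescue above about 67%, or every replicate alone reaching that limit, limit read from the data, passing the limit was not always enough; inconclusive = no clear call, values can overlap the other calls; inactive = mean under the limit and some replicate under it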;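 note: myotubes were challenged with 10 µM simvastatin during compound exposure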
S100A4 inh HTS = S100A4-myosin IIA interaction inhibition; 360,000 tested, 0.14% active; S100A4/TAMRA-MyoIIA peptide fluorescence polarization; inhibition, % at 10.7 µM; AID 652163;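 active = mean inhibition of at least 70% across replicates, with every replicate also reaching that level; inconclusive = mean inhibition reaches 70% but some replicates fall short; inactive = mean inhibition below 70%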
Target sequence (P26447 whole entry, looked up): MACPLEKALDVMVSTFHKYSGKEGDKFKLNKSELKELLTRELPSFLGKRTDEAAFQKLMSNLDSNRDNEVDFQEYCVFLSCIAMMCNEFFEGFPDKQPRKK
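Assay system: human S100A4 monomer with TAMRA-labelled myosin IIA peptide / Buffer or medium: Calcium-containing HEPES buffer, pH 7.2 / Reagent: TAMRA-labelled myosin IIA heavy-chain peptide probe, 5 nM / Compound: one dose per compound / Timing: polarization read 5 min after assay mix addition, stable 5–60 min / Benchmarks: neutral control DMSO, positive control TFP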
DENV2 CPE rescue = DENV2-induced cell death inhibition; 350,000 tested, 1.7% active; AID 651640; DENV2-infected cells, cytopathic effect rescue, plate reader; CPE inhibition, % at 9.99 µM; in the data active = CPE inhibition above about 20%, passing the limit was not always enough; inconclusive = no clear call, values can overlap the other calls; tested in BHK-21 cells;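 note: 0% = median of neutral control wells and 100% = median of positive control wells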
An asterisk follows results filed as active; ? = inconclusive; / = no result given.

1: CCn1c(C)nc2cc(C(N)=O)ccc21
2: O=S1(=O)c2ccc(Br)cc2OC[C@H](c2ccccc2)N1Cc1ccccc1
3: C[C@@H]1CN([C@@H](C)CO)C(=O)c2cccc(NC(=O)C3CCOCC3)c2O[C@H]1CN(C)C(=O)Nc1ccc(F)cc1
4: CC1CCC2(CC1)NC(=S)N(C(C)(C)C)N2 (stereo not drawn)
5: CCN1CCCC1CNC(=O)C(=O)Nc1cccc(OC)c1 (stereo not drawn)
6: CN(Cc1ccco1)C(=O)C1CCCN(c2ncnc3c2nc2n3CCCCC2)C1 (stereo not drawn)
7: CCN(CC)S(=O)(=O)c1ccc(NCCc2ccccn2)nc1
8: CCOC(=O)C1Nc2c(F)cc(C)cc2C2c3ccccc3CC12 (stereo not drawn)
9: COc1ccc(-c2noc(=O)n2Cc2ccc(C#N)cc2)cc1
10: CCOc1c(Br)cc(/C=C2\N=C(C)OC2=O)cc1Br

compound no.	1	2	3	4	5	6	7	8	9	10
ERp5 inh	3	-9	-5	-6	0	1	4	-5	1	3
PglD inh	-1	/	-2	16	/	0	-3	-3	-4	2
SIRT5 inh	-3	-1	-4	-4	2	-2	-10	/	-1	-6
E-sel inducer	0.1	-0.1	1.6	-0.3	/	/	/	-0.1	/	-0.1
C2C12 statin	4	/	14	/	/	-4	0	11	-18	-3
S100A4 inh HTS	6	1	-4	-2	-2	-4	-10	22	-2	-2
DENV2 CPE rescue	-3	-14	-6	-4	-10	-3	-5	-7	7	1

11: COCCNC(=O)CSc1cc(=O)n(C)c2cc(Cl)ccc12
12: Cc1cc(C)nc(NC2=NCCN2C(=S)Nc2ccc(C)c(C)c2)n1
13: N#C/C(=C/c1ccccc1[N+](=O)[O-])c1nc(C2CC2)cs1
14: CN(C)CCCNC(=O)c1cccc(-c2ccc3nncn3c2)c1
15: Cc1ccc(CNC(=O)CCS(=O)(=O)c2ccc3c(c2)NC(=O)C(C)S3)cc1 (stereo not drawn)
16: Cc1ccc(S(=O)(=O)N(C)CC(=O)Nc2cccnc2)cc1
17: NC(=O)c1c(N)sc2c1CCCCC2
18: O=C(C[C@@H]1CC[C@@H]2[C@H](COC[C@@H](O)CN2Cc2cccc(-c3ccncc3)c2)O1)N1CCCCC1
19: CCC(C)(C)C1CCc2[nH]nc(C(=O)NCc3ccc(Cl)cc3)c2C1 (stereo not drawn)
20: CCCC(=O)Nc1ccc2c(c1)C(=O)N(C)[C@@H]1CC[C@@H](CC(=O)NCCCN(C)C)O[C@@H]1CO2

compound no.	11	12	13	14	15	16	17	18	19	20
ERp5 inh	-1	0	-2	-9	1	3	2	-15	0	4
PglD inh	/	/	/	-2	0	1	-1	4	-1	-1
SIRT5 inh	-6	2	-1	/	-1	2	3	-2	/	-1
E-sel inducer	/	/	0.0	0.1	1.4	/	/	-0.1	0.1	0.0
C2C12 statin	/	/	/	2	-1	2	-2	8	14	13
S100A4 inh HTS	4	7	6	0	2	-1	36	1	0	-2
DENV2 CPE rescue	-3	-4	0	?	-6	-4	/	-6	-13	?

Two entries drawn at random from the list so far, as already listed:
15: Cc1ccc(CNC(=O)CCS(=O)(=O)c2ccc3c(c2)NC(=O)C(C)S3)cc1 (stereo not drawn)
19: CCC(C)(C)C1CCc2[nH]nc(C(=O)NCc3ccc(Cl)cc3)c2C1 (stereo not drawn)

compound no.	15	19
ERp5 inh	1	0
PglD inh	0	-1
SIRT5 inh	-1	/
E-sel inducer	1.4	0.1
C2C12 statin	-1	14
S100A4 inh HTS	2	0
DENV2 CPE rescue	-6	-13

Carrying on:
21: Cc1ccc2ncnc(Nc3cccc(C(=O)O)c3)c2c1
22: O=C(c1ccc(F)cc1)N1CC2(C1)[C@@H](c1ccccc1)[C@@H](CO)N2Cc1ccccn1
23: O=C(O)c1ccc(COc2ccc([N+](=O)[O-])cc2Cl)cc1
24: COc1ccccc1/C=C(\NC(=O)c1ccc(OC)c(OC)c1)C(=O)Nc1cccc([N+](=O)[O-])c1
25: C#CCOc1ccc(CNC[C@H]2O[C@@H](n3cnc4c(N)ncnc43)[C@H](O)[C@@H]2O)cc1
26: CO[C@H]1CN(C)C(=O)c2cc(NC(=O)Nc3c(C)noc3C)ccc2OC[C@H](C)N(CCC(F)(F)F)C[C@H]1C
27: O=C(NCc1ccccn1)C(=O)NCC1OCCCN1S(=O)(=O)c1ccc(F)cc1 (stereo not drawn)
28: CCOc1ccc(C2C(C(=O)Nc3ccccc3)=C(C)N=c3s/c(=C/c4cccc(OCC(=O)O)c4)c(=O)n32)cc1 (stereo not drawn)
29: O=C(c1ccc(N2CCCC2)c([N+](=O)[O-])c1)N1CCN(S(=O)(=O)c2ccc(Cl)cc2)CC1
30: CC(=O)NC(=S)Nc1ccc(NC(=S)NC(=O)/C=C/c2ccco2)cc1

compound no.	21	22	23	24	25	26	27	28	29	30
ERp5 inh	1	-1	1	-2	4	4	2	-3	0	0
PglD inh	/	/	4	/	3	-1	2	/	-3	/
SIRT5 inh	5	1	-4	-2	-6	2	-1	5	-1	2
E-sel inducer	/	-0.1	-0.1	/	1.0	-0.1	0.0	7.4	/	/
C2C12 statin	/	/	/	/	0	7	3	/	48	/
S100A4 inh HTS	11	-11	38	-6	-3	8	-15	3	-3	-3
DENV2 CPE rescue	3	-6	-2	3	-3	-2	5	3	0	1

Ordered by molecular weight (highest first): some entries from above
28: CCOc1ccc(C2C(C(=O)Nc3ccccc3)=C(C)N=c3s/c(=C/c4cccc(OCC(=O)O)c4)c(=O)n32)cc1 (stereo not drawn)
27: O=C(NCc1ccccn1)C(=O)NCC1OCCCN1S(=O)(=O)c1ccc(F)cc1 (stereo not drawn)
30: CC(=O)NC(=S)Nc1ccc(NC(=S)NC(=O)/C=C/c2ccco2)cc1

compound no.	28	27	30
ERp5 inh	-3	2	0
PglD inh	/	2	/
SIRT5 inh	5	-1	2
E-sel inducer	7.4	0.0	/
C2C12 statin	/	3	/
S100A4 inh HTS	3	-15	-3
DENV2 CPE rescue	3	5	1

The list continues:
31: COc1cccc2ccc(CC(O)(c3ccccc3)c3ccccc3)nc12
32: CC(C)(C)c1ccc(C(=O)Nc2cccc(S(=O)(=O)NC3=NCCC3)c2)cc1
33: COc1ccc(C(=O)NC2CCc3ccccc32)cc1OC1CCN(C(C)=O)CC1 (stereo not drawn)
34: CN1C(=O)c2cc(NC(=O)Nc3ccc(Cl)cc3)ccc2OC[C@@H]2O[C@H](CC(=O)O)CC[C@@H]21
35: COC(=O)c1cc2ccsc2n1Cc1nc(-c2ccc(Cl)cc2)oc1C
36: Cc1nn(C(C)C(=O)NC2CCC(C)CC2)c(=O)c2nn(-c3ccccc3)c(C)c12 (stereo not drawn)
37: COc1cc([C@@H]2CC=C(C(=O)O)[C@H](c3ccc(C)cc3)N2S(=O)(=O)c2ccc(C)cc2)cc(OC)c1OC
38: CCN(C[C@@H]1[C@@H](c2ccc(C3=CCCCC3)cc2)[C@@H](CO)N1CC1CC1)C(C)=O
39: c1cc(-c2nnn(CCOCCn3nnc(-c4ccncc4)n3)n2)ccn1
40: COc1cccc(C(=O)N2C[C@@H]3[C@H](c4ccccc42)[C@@H](CO)N3Cc2ccccc2F)c1

compound no.	31	32	33	34	35	36	37	38	39	40
ERp5 inh	4	3	7	-2	1	-7	1	5	-1	4
PglD inh	/	0	-6	1	1	0	-4	2	3	-1
SIRT5 inh	1	-2	1	-2	-2	1	/	-3	-3	2
E-sel inducer	-2.8	/	0.0	0.1	0.0	/	-0.1	-0.1	0.2	-0.4
C2C12 statin	-2	8	2	-17	12	4	3	-30	7	2
S100A4 inh HTS	-4	-4	-45	-3	-3	3	-5	-3	-3	-4
DENV2 CPE rescue	-5	?	2	-3	3	-3	10	-6	6	13

41: COc1ccccc1CNC(=O)C[C@@H]1CC[C@@H]2[C@H](COC[C@@H](O)CN2C(=O)Nc2ccccc2)O1
42: CCOC(=O)C(=O)N1CCN(c2ccccc2OC)CC1
43: CCc1ccc(C(=O)Nc2cc(C)ccc2F)s1
44: O=C(CN1C(=O)NC2(CCCC2)C1=O)OCCOc1ccccc1
45: O=C1NC(=O)N(C2CCCCC2)CC1Br (stereo not drawn)
46: CC(NCC(=O)Nc1ccccc1C(=O)NC1CC1)c1ccco1 (stereo not drawn)
47: CCC(C)c1ccc(C2C3=C(Nc4nc(N)[nH]c(=O)c42)c2ccccc2C3=O)cc1 (stereo not drawn)
48: CC1CCc2sc(C(=O)N/N=C/C3CCCCC3)cc2C1 (stereo not drawn)
49: O=C(Nc1cc(F)ccc1F)N[C@@H]1CC[C@H](CCn2cc(C3CC3)nn2)O[C@@H]1CO
50: COC(=O)CCCCC1=CCC2C(=O)C=C(O)C2C1 (stereo not drawn)

compound no.	41	42	43	44	45	46	47	48	49	50
ERp5 inh	1	6	2	-6	7	-4	1	-3	-6	6
PglD inh	0	-3	-8	-2	-2	8	-5	/	1	/
SIRT5 inh	1	-15	1	-1	/	9	2	-5	3	0
E-sel inducer	0.2	3.2	0.2	0.1	-0.6	/	0.0	0.1	0.1	1.2
C2C12 statin	-8	/	3	2	7	7	-23	/	8	/
S100A4 inh HTS	8	0	-3	-20	-1	-3	1	-3	-7	-2
DENV2 CPE rescue	?	5	-4	-3	-4	-2	-5	-2	11	-10

51: O=C(Cc1ccc(Cl)c(Cl)c1)NC1CCCCCC1
52: C[C@@H]1CCCCO[C@H](CN(C)S(=O)(=O)c2cccs2)[C@H](C)CN([C@H](C)CO)C(=O)c2cc(NC(=O)Nc3ccc(F)cc3)ccc2O1
53: CO[C@H]1[C@@H]2C=CO[C@@H](O[C@H]3O[C@@H](CO)[C@H](O)[C@@H](O)[C@@H]3O)[C@@H]2[C@@]2(CO)O[C@@H]12
54: Cc1c(Cl)cccc1NC(=O)NCc1ccc(C)n1C
55: CCn1cc(CN2CCC(C(=O)Nc3ccc(Oc4ccccc4)nc3)CC2)cn1
56: CCS(=O)(=O)Nc1cccc(C2=NN(S(C)(=O)=O)C(c3cccs3)C2)c1 (stereo not drawn)
57: C[C@@H]1CN([C@@H](C)CO)C(=O)Cc2cc(NC(=O)C3CCCCC3)ccc2O[C@@H]1CN(C)C

compound no.	51	52	53	54	55	56	57
ERp5 inh	4	1	-2	4	2	4	6
PglD inh	/	-3	-1	2	-3	-3	2
SIRT5 inh	0	14	/	0	-2	0	11
E-sel inducer	/	0.0	-0.5	-0.1	-0.1	/	-0.3
C2C12 statin	1	6	-4	4	/	-4	-25
S100A4 inh HTS	-7	-6	-1	6	-3	-46	7
DENV2 CPE rescue	3	0	/	-4	?	-3	7

Screens: PubChem BioAssay, Broad Institute

This is a subset (hit frequency here may not be typical).
